Source: PubChem BioAssay
Yp Topo-I inh: Y. pestis Topo-I inhibition via cleavage products. Y. pestis Topo-I cleavage product accumulation, plate reader. activity, % at 10 µM. AID 504884. hit rate 0.064% among 360,000; in the data active = activity above about 50%, passing the limit was not always enough; also: inactives centre near 2
Anthrax LF inh2: anthrax lethal factor protease inhibition | multiplex microsphere protease cleavage assay, LF | inhibition, % at 10 µM | P15917 | hit rate 0.12% among 360,000; also: plate controls were buffer without enzyme for full effect and enzyme alone for no effect
Target sequence (P15917 whole entry, looked up): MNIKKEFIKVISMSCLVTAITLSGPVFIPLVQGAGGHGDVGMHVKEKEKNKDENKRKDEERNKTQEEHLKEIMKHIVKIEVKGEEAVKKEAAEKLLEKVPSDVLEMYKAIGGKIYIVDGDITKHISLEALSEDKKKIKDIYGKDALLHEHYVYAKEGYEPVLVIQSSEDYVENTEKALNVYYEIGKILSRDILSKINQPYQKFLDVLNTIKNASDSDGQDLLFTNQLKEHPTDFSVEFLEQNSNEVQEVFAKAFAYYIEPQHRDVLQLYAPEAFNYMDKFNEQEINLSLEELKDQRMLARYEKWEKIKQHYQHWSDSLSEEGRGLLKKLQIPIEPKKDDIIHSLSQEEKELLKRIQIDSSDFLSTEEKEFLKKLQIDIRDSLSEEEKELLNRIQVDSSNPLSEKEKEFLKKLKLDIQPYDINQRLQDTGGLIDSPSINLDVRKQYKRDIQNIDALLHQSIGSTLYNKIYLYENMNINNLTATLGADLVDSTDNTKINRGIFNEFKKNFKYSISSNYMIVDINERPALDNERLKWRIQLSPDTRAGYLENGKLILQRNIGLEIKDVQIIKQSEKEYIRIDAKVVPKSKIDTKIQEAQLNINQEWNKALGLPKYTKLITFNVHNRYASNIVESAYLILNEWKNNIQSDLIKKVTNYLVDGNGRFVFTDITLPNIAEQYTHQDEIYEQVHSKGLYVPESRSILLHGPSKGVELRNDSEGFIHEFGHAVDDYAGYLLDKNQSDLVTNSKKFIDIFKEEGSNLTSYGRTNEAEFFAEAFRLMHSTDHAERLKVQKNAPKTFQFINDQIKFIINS
Vc quorum ag: inducers of Vibrio cholerae quorum light production without autoinducers. activation, % at 18.7 µM. hit rate 0.16% among 350,000. V. cholerae BH1578 lux reporter, luminescence, 6 h. AID 588436; in the data active = activation mostly above about 9.7%, no sharp cut-off; also: not every result past the cut was called active; inactives centre near 0; reference of the scale not given here
BoNT-A LC inh2: BoNT A light chain protease inhibition; hit rate 0.17% among 360,000; multiplex microsphere protease substrate cleavage, flow cytometry; inhibition, % at 10 µM; also: plate controls were buffer without enzyme for full effect and enzyme alone for no effect
3CLpro inhibitor: SARS-CoV 3CLpro protease inhibition; inhibition, % at 6 µM; P0C6X7; AID 1706; recombinant SARS-CoV 3CLpro, quenched FRET peptide cleavage; hit rate 0.14% among 290,000; in the data active = inhibition above about 12%
CCHFV vOTU inh: CCHFV vOTU protease inhibition. Pep-AMC fluorescence. inhibition, % at 11.5 µM. hit rate 0.55% among 370,000. AID 651958; in the data active = inhibition above about 30%; also: 0% = vehicle wells with enzyme and 100% = no enzyme wells
VHR inh abs: inhibitors of human VHR1 phosphatase (DUSP3); P51452; recombinant VHR phosphatase, pNPP absorbance; inhibition, % at 13.3 µM; hit rate 0.52% among 290,000; AID 1654; in the data active = inhibition above about 50%; also: some compounds called inactive have numbers as strong as hits
Target sequence (P51452 whole entry, looked up): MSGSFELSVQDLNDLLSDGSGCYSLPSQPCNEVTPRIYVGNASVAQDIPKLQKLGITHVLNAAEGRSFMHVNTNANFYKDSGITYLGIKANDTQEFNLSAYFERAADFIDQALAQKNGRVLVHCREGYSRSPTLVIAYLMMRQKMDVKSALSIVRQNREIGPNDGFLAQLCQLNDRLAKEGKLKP
PfHsp40 rescue: compounds rescuing yeast from Plasmodium falciparum HSP40 toxicity | S. cerevisiae expressing PfHsp40, growth rescue, ATP luminescence | growth rescue, % at 12.5 µM | hit rate 0.68% among 340,000 | AID 504582; in the data active = growth rescue above about 28%, passing the limit was not always enough;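 also: yeast W303a lacking pdr1 and pdr3 grown in galactose medium; growth measured after three days at 30 °C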
TcdB GH inh: TcdB glycohydrolase inhibition. P18177. TcdB glycohydrolase enzymatic assay, plate reader. inhibition, % at 9.99 µM. hit rate 0.24% among 350,000; in the data active = inhibition above about 10%
PriA SSB inh: K. pneumoniae PriA-SSBct interaction inhibition; AlphaScreen SSBct-PriA binding, biotinylated peptide; inhibition, % at 33 µM; hit rate 0.6% among 430,000; AID 1272365; in the data active = inhibition mostly above about 37%, no sharp cut-off; inactive = mostly below about 20%;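 also: plate controls were negative control peptide for no effect and reference peptide for full effect; strong numbers were not always called active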
Active calls of the source: *; i = inactive; / = no result given; & = joins results of further samples. Rule as the data show it, unless noted: active = inhibition above about 30%; inconclusive = no clear call, values can overlap the other calls; inactive = below that. Not all compounds are listed; rates above refer to the full screens.

nr	mol	Yp Topo-I inh	Anthrax LF inh2	Vc quorum ag	BoNT-A LC inh2	3CLpro inhibitor	CCHFV vOTU inh	VHR inh abs	PfHsp40 rescue	TcdB GH inh	PriA SSB inh
1	CCOC(=O)C(c1ccccc1)N1CCN(c2ccc(OC)cc2)CC1 (configuration not stated)	13	0	-0.2	1.0	-2	17	14	1.5	1.0	2
2	O=C(Cn1cccn1)N1CCCC(Nc2ccc(F)c(F)c2)C1 (configuration not stated)	2	1	i	1.8	-1	-7	1	1.8	-1.0	2
3	CC(C)=CCC/C(C)=C/CNC(=O)C[C@H]1C[C@H](C(=O)N2CCOCC2)[C@@]2(CCC3CCCC3)c3[nH]c4cc(CCC(=O)N(C)C)ccc4c3CCN2C1=O	35	-5	i	-0.7	/	-9	/	-0.9	0.2	-2
4	O=C(Cn1nc(-c2ccc(Cl)cc2)ccc1=O)NCc1ccc2c(c1)OCO2	-2	2	0.0	-0.2	-2	8	8	0.0	0.8	-24
5	Cc1c(CCC(=O)NC2CC2)c(=O)oc2cc(O)ccc12	-5	0	-0.4	0.8	0	-289	33	0.3	1.9	-12
6	Cc1ccccc1-n1nnnc1SCc1cc(=O)n2ccsc2n1	1	-5	-4.2	-0.4	1	-3	-8	0.2	3.1	-13
7	COc1ccccc1CNC(=O)C(CC(C)C)NC(=O)C1CCC(C)CC1 (configuration not stated)	-5	6	-0.6	1.8	-1	-10	0	0.2	/	-3
8	O=C(Cn1cnc2ccccc21)Nc1ccc(F)c(F)c1	-3	0	-2.1	-0.3	3	-5	14	0.6	1.0	2
9	O=C(Nc1cccc(C(=O)O)c1)/C(=C\c1ccc(F)cc1)NC(=O)c1ccco1	-3	0	-0.2	1.7	-4	2	13	0.9	0.9	-5
10	O=C(NC1CCCC1)C(c1ccncc1)N(CCCN1CCOCC1)C(=O)c1ccc(-c2ccccc2)[nH]1 (configuration not stated)	1	-5	-0.5	-0.8	2	8	14	-0.3	-0.4	4
11	CCN(CC)C(=O)CSc1nnc(-c2ccco2)o1	1	-2	/	-0.3	-6	-4	9	0.2	/	-7
12	Cc1cc(C(=O)OCC(=O)N2CCC(C)CC2)c2ccccc2n1	6	-6	i	-0.5	/	-12	/	0.8	-0.1	-13
13	Cc1cc(NC(=O)c2ccccc2-c2ccccc2C(=O)O)no1	1	2	-0.2	-0.6	0	-2	43	-0.3	/	-24
14	COc1ccc(CNCC(=O)Nc2ccccc2-n2cccc2)cc1	18	-5	-1.1	0.1	2	9	9	-0.6	2.6	7
15	COc1cc2c(cc1OC)CN(c1ccc(-c3ccccc3OC)nn1)CC2	2	4	-3.3	4.5	-8	/	18	0.5	/	-18
16	Cc1ccc(OCC(=O)N(C)CC(=O)NCc2ccco2)c(Br)c1	-13	6	-1.2	4.9	/	-2	/	0.0	2.8	-15
17	CCOP(=O)(OCC)/C(=N/OC(=O)c1ccc(Cl)cc1Cl)C(N)=O	-4	-3	-0.3	0.7	-2	-14	-5	-0.7	0.5	/
18	CCOc1ccc(-c2nc(N)ncc2-c2ccccc2OC)c(O)c1	-3	7	-0.3	-0.7	0	-11	-18	2.0	4.1	8
19	Cc1nc2c(C)[n+](CC(=O)c3ccccc3)ccc2n1C	4	-1	i	0.3	2	-3	34	/	0.8	2
20	Cc1cccc(N(Cc2ccccc2)C(=O)CSC(C)C(=O)Nc2cc(C)on2)c1 (configuration not stated)	8	10	i	-6.5	/	7	/	1.6	-0.3	-5
21	O=C(N/N=C/c1ccc[nH]1)c1ccccc1OCc1ccccc1Cl	13	-3	-0.7	-0.2	8	3	57*	-1.0	2.5	/
22	O=C(N/N=C/C1C(=O)NC(=S)N(c2ccccc2)C1=O)c1cc(Br)c(O)c(Br)c1 (configuration not stated)	1	4	-0.4	-1.3	4	5	-4	-0.4	-3.1	/
23	O=C(Nc1cccnc1)c1ccccc1NS(=O)(=O)c1ccc(F)cc1	3	1	i	-0.1	6	5	9	-1.3	-1.2	8
24	C(=N\N=C\c1ccccn1)/c1ccccn1	1	11	i	-2.8	-1	6	10	1.0	-0.1	/
25	Cc1ccc(C)c(CSc2nc3[nH]ncc3c(=O)[nH]2)c1	-1	1	i	-0.4	-2	8	-11	-0.7	1.3	10&-9
26	COc1ccc(N2C(=O)c3ccccc3C(C)(C)C2=O)cc1	3	0	-4.5	0.7	-4	6	-2	0.4	-0.7	-4
27	Cc1cc(N2CCN(C)CC2)nc2ccc(NC(=S)NC3CC3)cc12	-11	-6	-0.5	0.0	3	-5	20	-0.4	1.1	3
28	COc1cc(CN2CCN(CCCc3ccccc3)CC2CCO)cc(OC)c1 (configuration not stated)	11	-11	-0.7	1.1	-11	0	4	-0.4	-0.1	-2
29	Cc1ccc(CN2CCCN(C)CC2)c(C)c1	-5	-9	i	1.2	3	-8	12	-0.6	-0.4	-7
30	Cc1ccc(S(=O)(=O)/N=C2\C=C(NS(=O)(=O)c3ccccc3)C(=O)c3ccccc32)c(C)c1	4	-1	-0.8	-1.3	/	11	/	-1.4	1.0	/

Three of the compounds above, field by field.
19	Cc1nc2c(C)[n+](CC(=O)c3ccccc3)ccc2n1C
  Yp Topo-I inh: 4
  Anthrax LF inh2: -1
  Vc quorum ag: i
  BoNT-A LC inh2: 0.3
  3CLpro inhibitor: 2
  CCHFV vOTU inh: -3
  VHR inh abs: 34
  PfHsp40 rescue: /
  TcdB GH inh: 0.8
  PriA SSB inh: 2
16	Cc1ccc(OCC(=O)N(C)CC(=O)NCc2ccco2)c(Br)c1
  Yp Topo-I inh: -13
  Anthrax LF inh2: 6
  Vc quorum ag: -1.2
  BoNT-A LC inh2: 4.9
  3CLpro inhibitor: /
  CCHFV vOTU inh: -2
  VHR inh abs: /
  PfHsp40 rescue: 0.0
  TcdB GH inh: 2.8
  PriA SSB inh: -15
29	Cc1ccc(CN2CCCN(C)CC2)c(C)c1
  Yp Topo-I inh: -5
  Anthrax LF inh2: -9
  Vc quorum ag: i
  BoNT-A LC inh2: 1.2
  3CLpro inhibitor: 3
  CCHFV vOTU inh: -8
  VHR inh abs: 12
  PfHsp40 rescue: -0.6
  TcdB GH inh: -0.4
  PriA SSB inh: -7

Following part:
nr	mol	Yp Topo-I inh	Anthrax LF inh2	Vc quorum ag	BoNT-A LC inh2	3CLpro inhibitor	CCHFV vOTU inh	VHR inh abs	PfHsp40 rescue	TcdB GH inh	PriA SSB inh
31	COC(=O)[C@@H](NC(=O)Nc1cccc(OC)c1)C(C)C	-3	-8	i	5.2	4	3	3	-0.1	/	-12
32	O=C(NC1CCCCC1NC(=O)c1ccco1)c1ccco1 (configuration not stated)	0	-4	/	-0.1	-11	-3	13	0.3	0.8	-12
33	O=C(Cn1ccc(C(F)(F)F)n1)Nc1ccc(S(=O)(=O)NCc2ccco2)cc1	-5	-2	i	-0.1	3	-5	/	-1.7	/	-11
34	CCc1nnc(NC(=O)CN2CCOCC2)s1	10	-2	i	-1.0	-5	-3	-22	1.0	1.1	-4
35	CCC(Oc1ccccc1C)C(=O)N1CCCN(C)CC1 (configuration not stated)	9	1	2.2	-0.6	0	28	-12	-0.7	0.6	0
36	O=C(N/C(=C\c1ccccc1)C(=O)N1CCOCC1)c1cccc(Br)c1	-2	2	/	2.2	-1	6	44	-0.6	0.1	6
37	COc1ccccc1NC(=O)c1ccc(NC(=O)COC(=O)C2CCCCC2)cc1	7	-2	-0.3	0.3	2	17	1	2.3	-3.1	-3
38	CC(=O)c1cccc(NC(=O)c2cnccn2)c1	0	-6	-1.5	-2.1	-6	-13	28	-0.6	0.6	-10
39	Cc1cc(=O)[nH]c(SCC(=O)N2CCCCCC2)n1	-6	-7	/	-0.9	1	1	31	-0.3	1.5	-14
40	CCCCn1c(N)c(N(CCOC)C(=O)c2ccc(-c3ccccc3)cc2)c(=O)[nH]c1=O	-3	5	-0.6	-3.8	/	1	/	0.3	-0.5	4
41	COc1ccc2nc(NC(=O)CSc3cn[nH]n3)sc2c1	1	-1	-0.6	-0.5	3	8	21	-0.2	3.8	-15
42	Fc1ccc2nc(C(F)(F)F)cc(N3CCOCC3)c2c1	3	-12	-1.2	-0.9	0	-3	6	0.0	0.5	0
43	C[C@H](CO)N1C[C@H](C)[C@@H](CN(C)S(=O)(=O)c2ccc(Cl)cc2)OCc2cnnn2CCCC1=O	8	-7	i	-0.2	/	0	/	/	-1.0&-0.8	/
44	CS(=O)(=O)c1ccc2c(c1)SC1=NC(=O)/C(=C/c3ccco3)C(=N)N12	0	-2	i	-0.7	-4	/	-6	-0.3	-0.5	6
45	Cc1onc(-c2ccccc2)c1C(=O)n1cc(Br)cn1	1	0	3.0	-0.1	0	3	-1	0.1	/	-9
46	CC(C)c1ccc(NC(=O)N(CCc2nc3ccccc3[nH]2)C2CCCC2)cc1	-10	-5	-0.4	-1.0	-2	-2	11	-0.1	/	-2
47	COc1ccc(CCNC(=O)c2ccc(CS(=O)(=O)c3ccc(C)cc3)o2)cc1OC	10	7	i	0.2	3	-11	35	-0.5	/	-7
48	CCc1ccc(Oc2coc3cc(OCC(=O)Nc4cc(C)ccc4C)ccc3c2=O)cc1	2	1	0.6	-0.2	0	-5	36	1.3	0.8	-10
49	c1ccc(CN2CCN(Cc3ccc4ccccc4c3)CC2)cc1	14	-12	-0.3	-1.0	-2	0	4	0.4	1.4	0
50	O=[N+]([O-])c1ccc(Oc2ccc(S(=O)(=O)N3CCOCC3)cn2)cc1	-9	1	i	0.2	/	-2	/	-0.7	2.0	0
51	N#Cc1ccncc1Sc1ccc(Cl)cc1	13	2	-8.3	-0.6	3	-3	7	-1.0	0.2	-43
52	CCOC(=O)N1CCN(C(=O)c2ccc3c(=O)n(CCOC)c(=O)[nH]c3c2)CC1	7	-1	i	1.5	0	-2	-5	-0.3	/	1
53	Cc1nnc(SCc2ccc(Cl)c(Cl)c2)s1	9	-2	i	0.1	-3	5	17	-0.1	0.7	-41
54	Cc1c(C(=O)N2CCN(S(=O)(=O)c3ccccc3F)CC2)oc2c(Cl)cccc12	19	-11	-0.6	0.1	/	-2	/	-1.0	0.6	0

Rewritten with one line to a screen: entries from further up
25	Cc1ccc(C)c(CSc2nc3[nH]ncc3c(=O)[nH]2)c1
26	COc1ccc(N2C(=O)c3ccccc3C(C)(C)C2=O)cc1
27	Cc1cc(N2CCN(C)CC2)nc2ccc(NC(=S)NC3CC3)cc12
compound no.	25	26	27
Yp Topo-I inh	-1	3	-11
Anthrax LF inh2	1	0	-6
Vc quorum ag	i	-4.5	-0.5
BoNT-A LC inh2	-0.4	0.7	0.0
3CLpro inhibitor	-2	-4	3
CCHFV vOTU inh	8	6	-5
VHR inh abs	-11	-2	20
PfHsp40 rescue	-0.7	0.4	-0.4
TcdB GH inh	1.3	-0.7	1.1
PriA SSB inh	10&-9	-4	3
